D1 potentiator = human D1 dopamine receptor positive modulation; HEK293 TREx D1 cells, calcium flux, dopamine EC20 potentiation; potentiation, % at 10 µM; AID 504651; P21728; 360,000 compounds, 0.036% hits; in the data active means potentiation above about 30%; further: 0% is about no effect
Target sequence (P21728 whole entry, looked up): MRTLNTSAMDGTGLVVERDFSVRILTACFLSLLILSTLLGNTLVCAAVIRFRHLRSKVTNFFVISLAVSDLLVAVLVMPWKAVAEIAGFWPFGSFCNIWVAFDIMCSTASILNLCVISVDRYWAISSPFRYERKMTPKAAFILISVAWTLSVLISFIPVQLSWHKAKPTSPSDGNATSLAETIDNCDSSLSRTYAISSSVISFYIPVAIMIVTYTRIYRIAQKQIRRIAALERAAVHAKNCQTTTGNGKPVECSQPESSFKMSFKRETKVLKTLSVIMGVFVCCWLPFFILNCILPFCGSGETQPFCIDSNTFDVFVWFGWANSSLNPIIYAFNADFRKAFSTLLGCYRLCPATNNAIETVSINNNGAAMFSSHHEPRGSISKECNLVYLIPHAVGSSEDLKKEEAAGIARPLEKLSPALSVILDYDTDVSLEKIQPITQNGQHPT
D2 ag = agonists of human D2 dopamine receptor. HEK293 T-REx D2 cells, calcium flux agonist mode. 340,000 compounds, 0.53% hits. AID 485358. activation, % at 2 µM. P14416;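 active means activation over 3 SD above normal in the single-dose calcium agonist read, cut at about 30% in these data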; further: 0% is about no effect
Target sequence (P14416 whole entry, looked up): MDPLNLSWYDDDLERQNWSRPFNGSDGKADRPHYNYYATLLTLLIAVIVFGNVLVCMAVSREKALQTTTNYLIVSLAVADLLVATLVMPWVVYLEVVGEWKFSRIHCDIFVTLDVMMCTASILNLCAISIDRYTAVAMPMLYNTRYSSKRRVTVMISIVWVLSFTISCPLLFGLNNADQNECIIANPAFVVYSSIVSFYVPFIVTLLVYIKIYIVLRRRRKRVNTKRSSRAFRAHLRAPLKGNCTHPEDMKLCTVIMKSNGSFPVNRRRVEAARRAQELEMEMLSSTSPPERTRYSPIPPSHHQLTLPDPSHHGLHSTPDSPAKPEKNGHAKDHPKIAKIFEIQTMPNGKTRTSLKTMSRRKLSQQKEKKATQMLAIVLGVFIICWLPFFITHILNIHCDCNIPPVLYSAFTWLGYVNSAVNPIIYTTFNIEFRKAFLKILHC
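Tetracycline-induced HEK293 T-REx cells with force-coupled D2 receptor, plated overnight at 30 C, loaded with no-wash calcium dye. After a 10 s baseline, compound was pin-added and calcium flux read kinetically for 180 s; calcium rises flagged agonists.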
D1 antag = antagonists of human D1 dopamine receptor | activity change, negative = inhibition, % at 10 µM | HEK293 TREx D1 cells, calcium flux, dopamine EC80; hits give low values | P21728 | 360,000 compounds, 3.2% hits; in the data active means activity change below about -30%; further: on the % scale 0 is the no-effect control and ±100 the full control effect
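Using tetracycline-induced force-coupled D1 Hek293 cells and a calcium dye, signals were followed for 180 s after compound, then for 180 s after EC80 dopamine, to detect inhibitors.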
TRHR agonist = agonists of human TRH receptor | P34981 | TRHR cells, calcium flux fluo-8, FDSS agonist mode | activation, % at 2 µM | 360,000 compounds, 0.18% hits | AID 493084; further: 0% is about no effect
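Fluo-8-loaded TRHR cells; 10 s baseline, compound added, kinetic Ca2+ fluorescence read 1/s, agonist mode.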
D2 potentiator = positive allosteric modulators of human D2 dopamine receptor; P14416; HEK293 T-REx D2, calcium flux, EC20 dopamine potentiation; potentiation, % at 10 µM; 340,000 compounds, 0.34% hits;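 active means potentiation over 3 SD above the plate norm, cut at about 30% in these data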; further: 0% is about no effect
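Using a no-wash calcium dye in inducible, force-coupled HEK293 Trex cells expressing D2, we tracked fluorescence each second for 180 s after compound, then for 180 s after EC20 dopamine to detect augmented signalling.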
D2 antag = antagonists of human D2 dopamine receptor. inhibition, % at 10 µM. P14416. 340,000 compounds, 2% hits. AID 485344. HEK293 TREx D2 cells, calcium flux, dopamine EC80; in the data active means inhibition above about 30%; further: 0% is about no effect
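Tetracycline-induced HEK293 T-REx cells expressing D2 force-coupled to calcium signalling were dye-loaded, exposed to compound for 180 s, then challenged with an EC80 of dopamine; calcium flux was followed kinetically for a further 180 s.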
TRHR enhancer = TRH receptor (human) allosteric enhancement. TRHR cells, fluo-8 calcium fluorescence, EC20 TRH enhancement. enhancement, % at 2 µM. P34981. 360,000 compounds, 0.66% hits. AID 493056; in the data active means enhancement above about 30%; further: 0% is about no effect
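TRHR-expressing cells loaded with fluo-8 calcium dye were read kinetically (ex 480/em 530) during compound addition, then stimulated with an EC20 of TRH (10 nM final). Enhancement of the Gq-mediated intracellular calcium response was scored.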
D1 ag = agonists of human D1 dopamine receptor | 360,000 compounds, 1% hits | HEK293 T-REx D1 cells, calcium flux, agonist mode | activation, % at 2 µM | P21728; further: 0% is about no effect
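Inducible HEK293 T-REx D1 cells, force-coupled to calcium signalling, were plated at 4000 cells/well with tetracycline and held overnight at 30 C. After no-wash calcium dye loading, compound-evoked calcium rise over 180 s flagged agonists.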
RXFP1 antag = antagonists of human relaxin receptor RXFP1 | Q9HBX9 | AID 1259400 | activity change, negative = inhibition, % at 57.5 µM | 350,000 compounds, 0.59% hits | HEK293-RXFP1, relaxin-stimulated cAMP HTRF, 30 min; hits give low values;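 active means activity change of -60% or lower, but not beyond a set lower limit; inconclusive means change between -60% and -40%, or beyond the set limit; inactive means change above -40%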; further: on the % scale 0 is the no-effect control and ±100 the full control effect
* = called active by the depositor; ? = inconclusive; nt = no result given; & = joins results of further samples. Unless noted, no stated cut-off is given here; in the data, active means activation above about 30%; inactive means the rest. An unsorted share of the library; about 7.1% have a hit in one of these screens.

SMILES | D1 potentiator | D2 ag | D1 antag | TRHR agonist | D2 potentiator | D2 antag | TRHR enhancer | D1 ag | RXFP1 antag
COC(=O)C1=C(C)Nc2nc3ccccc3n2C1c1cc(OC)c(OC)c(OC)c1 (stereo not drawn) | -2 | 0.6 | 9 | -0.4 | 4 | 7 | 3 | 0 | -6
O=Cc1ccc(Oc2cnccn2)cc1 | 3 | 1.2 | -2 | 0.7 | -12 | 2 | -2 | 2 | 6
CC(C)(C)c1ccc(C[C@H](C(=O)O)N2C(=O)c3ccc(C(=O)O)cc3C2=O)cc1 | -6 | nt | 12 | 0.7 | nt | nt | 2 | 0 | nt
CCCn1c(=O)[nH]c(=O)c2c1nc(-c1ccc(C#N)cc1)n2CCOC | 10 | 0.7 | -6 | 0.3 | 2 | 2 | 10 | 1 | 1
CCc1ccc(C2CC(c3ccc(Cl)cc3)=NNC2=O)cc1 (stereo not drawn) | -4 | -0.3 | -7 | 0.0 | 8 | 3 | 3 | 3 | ?
O=C(NCC(c1cccnc1)N1CCc2ccccc21)c1ccc(F)c(F)c1 (stereo not drawn) | -5 | 1.0 | 1 | -0.3 | 4 | nt | 12 | 9 | -16
CCOC(=O)N1CCN(Cc2cc(Cl)c3cccnc3c2O)CC1 | -2 | nt | 3 | -3.2 | nt | nt | 1 | 11 | -5
COc1ccc(OC)c2c1sc(=NC(=O)C(C)(C)C)n2C | nt | -0.6 | -10 | -0.3 | -1 | -5 | -6 | 1 | 1
CCc1nc(N2CCN(C(=O)c3ccco3)CC2)c2oc3ccccc3c2n1 | -9 | -0.4 | 1 | -0.3 | 7 | 2 | -1 | 1 | 4
Cc1ccc2occ(/C=N/NC(=O)c3ccccc3O)c(=O)c2c1 | 4 | 2.4 | -15 | -0.6 | -14 | -10 | -6 | 0 | 17
Cc1cccc(N(CC(=O)NC(C)(C)C)C(=O)CS(=O)CC(=O)Nc2ccc(F)cc2)c1 (stereo not drawn) | 2 | -2.2 | 0 | -0.9 | 0 | -11 | -4 | 1 | 5
C=CCOc1nc(N(C)C)nc(N(C)C)n1 | 0 | -0.3 | 20 | 0.1 | -9 | 12 | 1 | 1 | 3
O=C(c1ccc(Cl)cc1)N1CCC(N2CCC(C(=O)N3CCOCC3)CC2)CC1 | -4 | -0.5 | 5 | -0.2 | -3 | 12 | -6 | 0 | -8
CC1CCc2c(sc3nc(CN4CCOCC4)nc(N4CCc5ccccc5C4)c23)C1 (stereo not drawn) | 0 | 3.1 | 22 | -0.7 | 4 | -1 | 25 | 0 | -13
O=Cc1cn(-c2ccccc2)nc1-c1cccnc1 | -2 | 0.9 | 4 | 0.1 | 5 | -26 | 4 | 1 | -38
CCOC(=O)c1c(NC(=O)c2cc(-c3ccc(Cl)cc3)on2)sc2c1CCCC2 | 1 | 0.1 | -8 | 0.8 | 2 | nt | 6 | 0 | nt
COc1ccc(S(=O)(=O)N2CCCCCC2)cc1C(=O)N(C)Cc1ccc(F)cc1 | -5 | 0.4 | 20 | -0.6 | -11 | 22 | -7 | 0 | -10
CN1CCN(S(=O)(=O)c2ccc(C3CCCCC3)cc2)CC1 | -6 | 0.3 | -2 | -0.6 | -15 | -8 | 0 | 0 | -4
Cc1ccncc1C(N)=O | -1 | 0.5 | 18 | 0.3 | -6 | 13 | -4 | 3 | 4
CC(=O)c1cccc(NC(=O)C2CCN(S(C)(=O)=O)CC2)c1 | 3 | -0.2 | 11 | 1.8 | 6 | -3 | 10 | 2 | -8
O=C(NCc1ccccc1F)C(=O)NCC(c1ccco1)S(=O)(=O)c1ccccc1 (stereo not drawn) | 1 | nt | nt | 0.1 | 18 | nt | 1 | 10 | -4
CC(=O)c1ccc(S(=O)(=O)NCCC(=O)OCC(=O)N2CCCC2=O)cc1 | 7 | 0.5 | 3 | -0.2 | 3 | -4 | -6 | 5 | 15
CN(c1ccc(Cl)cc1)S(=O)(=O)c1nnc(NC(=O)c2ccco2)s1 | -1&-1 | 0.3&0.9 | -5&3 | 0.4&0.0 | -6&8 | -8 | -2&5 | 0&0 | 2&-16
COC(=O)c1ccccc1NC(=O)C1=CC(c2ccc(C)cc2)=NS(=O)(=O)N1C | 0 | 3.0 | 4 | 0.7 | 1 | nt | 5 | 3 | -15

Reformatted: results already given
Results follow in this order: D1 potentiator	D2 ag	D1 antag	TRHR agonist	D2 potentiator	D2 antag	TRHR enhancer	D1 ag	RXFP1 antag
> O=C(c1ccc(Cl)cc1)N1CCC(N2CCC(C(=O)N3CCOCC3)CC2)CC1
→ -4	-0.5	5	-0.2	-3	12	-6	0	-8
> CC1CCc2c(sc3nc(CN4CCOCC4)nc(N4CCc5ccccc5C4)c23)C1 (stereo not drawn)
→ 0	3.1	22	-0.7	4	-1	25	0	-13
> O=Cc1cn(-c2ccccc2)nc1-c1cccnc1
→ -2	0.9	4	0.1	5	-26	4	1	-38
> CCOC(=O)c1c(NC(=O)c2cc(-c3ccc(Cl)cc3)on2)sc2c1CCCC2
→ 1	0.1	-8	0.8	2	nt	6	0	nt
> COc1ccc(S(=O)(=O)N2CCCCCC2)cc1C(=O)N(C)Cc1ccc(F)cc1
→ -5	0.4	20	-0.6	-11	22	-7	0	-10
> CN1CCN(S(=O)(=O)c2ccc(C3CCCCC3)cc2)CC1
→ -6	0.3	-2	-0.6	-15	-8	0	0	-4
> Cc1ccncc1C(N)=O
→ -1	0.5	18	0.3	-6	13	-4	3	4
> CC(=O)c1cccc(NC(=O)C2CCN(S(C)(=O)=O)CC2)c1
→ 3	-0.2	11	1.8	6	-3	10	2	-8
> O=C(NCc1ccccc1F)C(=O)NCC(c1ccco1)S(=O)(=O)c1ccccc1 (stereo not drawn)
→ 1	nt	nt	0.1	18	nt	1	10	-4
> CC(=O)c1ccc(S(=O)(=O)NCCC(=O)OCC(=O)N2CCCC2=O)cc1
→ 7	0.5	3	-0.2	3	-4	-6	5	15

The list goes on.
SMILES | D1 potentiator | D2 ag | D1 antag | TRHR agonist | D2 potentiator | D2 antag | TRHR enhancer | D1 ag | RXFP1 antag
O=C(c1ccc2c(=O)n(Cc3ccccc3Cl)c(=S)[nH]c2c1)N1CCOCC1 | -2 | 1.2 | -18 | 0.0 | -3 | 8 | -1 | 0 | -35
C1=CCC(CN2CCN(C3CCCCCC3)CC2)CC1 (stereo not drawn) | -4 | 0.5 | -4 | -0.5 | nt | -24 | 1 | 2 | -19
CC(=O)C1=C(O)C(=O)N(c2nnn(C)n2)C1c1cccs1 (stereo not drawn) | 1 | 1.2 | 2 | 0.3 | 2 | 0 | 5 | 3 | nt
O=[N+]([O-])c1cc(Br)cc(C=Nc2ccc3c(c2)OCO3)c1O | 0 | 9.2 | 7 | -0.1 | 1 | 14 | 2 | 16 | -14
Cc1ccc(CNC(=O)c2c(-c3ccc(Br)cc3)noc2C)o1 | 3 | 0.1 | 2 | 0.4 | 7 | nt | 0 | 0 | -12
CCC(C)NC(=O)C1=CC(c2ccc3c(c2)OCO3)=NS(=O)(=O)N1C (stereo not drawn) | -2 | 10 | -8 | -0.3 | 4 | nt | 1 | 1 | -17
CNC(=O)c1c(NC(=O)c2ccc(S(=O)(=O)N3CCCCC3C)cc2)sc2c1CCC2 (stereo not drawn) | 0 | 1.4 | 26 | 0.6 | 13 | nt | 2 | 4 | nt
Cc1c(Cl)cccc1Nc1nn2c(=O)c3ccc(C(=O)N(C)Cc4ccccc4)cc3nc2s1 | -2 | nt | -3 | -0.1 | -2 | nt | -1 | 1 | 1

Additional results.
SMILES,D1 potentiator,D2 ag,D1 antag,TRHR agonist,D2 potentiator,D2 antag,TRHR enhancer,D1 ag,RXFP1 antag
Cc1nnc(SCC(=O)Nc2cccc(C(F)(F)F)c2)n1Cc1ccco1,2,-0.8,-22,-0.2,3,12,-3,-1,10
COc1cc2c(cc1OC)-c1nnnn1C(C)(C)C2,0,0.2,4,0.3,-1,-1,10,3,7
CN(C)c1ccc(C(c2ccc(N(C)C)cc2)c2ccc([N+](=O)[O-])cc2)cc1,-2,0.2,-9,0.6,12,-11,-4,1,8
COc1ccc2c(c1)CC/C2=N\OC(=O)c1cccc(C)c1,0,-0.5,-7,0.3,1,-6,-2,4,3
CCOC(=O)C1CCCN(C(=O)C2c3ccccc3Oc3ccccc32)C1 (stereo not drawn),-2,0.0,22,0.2,-4,7,3,0,-2
CC(=O)OC(C(=O)NCS(=O)(=O)c1ccc(C)cc1)c1cccnc1 (stereo not drawn),-2,0.7,0,0.1,14,13,0,2,-9
COc1ccc(N2C(=NC(=O)CCC3CCCC3)SC3CS(=O)(=O)CC32)cc1 (stereo not drawn),-6,0.3,-11,0.2,3,-2,-2,1,11
CC1(C)CC(N2CCCC2)=CC(=[N+]2CCCC2)C1,-3,-0.2,2,0.3,-5,11,8,3,-6
Cc1cccc(NS(=O)(=O)c2cn(C)c(=O)n(C)c2=O)c1C,-1,0.7,6,0.3,7,-9,1,3,2
Cc1cccc(-c2nnc(SCC#N)n2C)c1,9,0.3,-1,0.3,0,-1,-6,1,-11
CCNc1nc(CSc2ccccc2)nc2sc(C)c(C)c12,3,-1.3,-7,-0.1,0,39*,9,6,-5
Cc1cccc(C)c1NC(=O)CNC(=O)CCCc1c[nH]c2ccccc12,6,0.2,-1,0.0,3,7,-3,1,-10
Cc1cc(C)c(NC(=O)CNC(=O)COC(=O)C2CCN(c3ccc(C(F)(F)F)cn3)CC2)c(C)c1,-9,0.2,-20,3.1,3,-4,-9,1,-18
CCCCn1nnnc1SCC(=O)NNC(=O)c1ccco1,2,0.8,-2,3.4,7,9,-2,3,1
CCOc1ccc2nc(N3CCCC(C(=O)NCCc4ccc(OC)cc4OC)C3)sc2c1 (stereo not drawn),-5,1.0,-12,0.1,-5,nt,3,2,-22
C[C@H](NC(=O)OCc1ccccc1)c1nnc([C@H](Cc2ccccc2)NC(=O)OC(C)(C)C)o1,1,0.9,2,-0.6,8,31*,-1,2,nt
COc1cccc(CNC(=O)Cn2nc(-c3ccc(Cl)cc3)ccc2=O)c1,3&0,-0.1&-1.1,20&-9,0.1&-0.5,8&3,-6,12&-14,-2&2,-9
COc1ccc(NC(=O)CCCn2c(=O)c3cccn3c3cccnc32)cc1Cl,-1,0.3,-3,-0.8,-1,nt,-4,0,4
CCCCN1C(=O)c2ccc(C(=O)OCC(=O)N3CCN(c4ccccc4)CC3)cc2C1=O,nt,0.7,7,0.2,10,-36,2,9,7
CC1CCCN(S(=O)(=O)c2ccc(C(=O)Nc3nnc(-c4ccccc4Cl)o3)cc2)C1 (stereo not drawn),-3,0.2,4,0.0,-1,-2,-3,-1,6
